Rac1 GTP hydrolysis: MgcRacGAP GTPase-activating activity inhibitors, confirmation, biochemical, ADP Hunter fluorescence; MgcRacGAP-stimulated Rac1 GTP hydrolysis, ADP Hunter fluorescence; higher % means a stronger effect; GST-tagged Rac1 F28L mutant substrate; inhibition, % at 30 µM; hits with a dose series show IC50 in µM; actives 0.6% (n = 340,000); AID 624330;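 active = first-screen hits whose inhibition reached a set limit at any dose in the follow-up dose series; inconclusive = inhibition above the set first-screen limit but never retested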;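 also: fluorescence reports GDP produced by GAP-driven GTP hydrolysis; strong numbers were not always called active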
T cell modulator: modulates CD8 T cell binding to vesicles. 2C CD8+ T cell-vesicle binding, flow cytometry; hits give low values. calls only at 7 µM. actives 0.068% (n = 330,000). AID 2052;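 active = response, share of CD8 T cells binding vesicles, and their 90th percentile fluorescence all below set limits, cut at about 80% in these data, passing the limit was not always enough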
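Read-out – percent CD8+ FL2 mean versus row control · System – murine 2C transgenic CD8+ T lymphocytes · Times – 1.5 h cell–vesicle binding at 37 °C, then 20 min icy labelling · Control set – naked vesicles low, QL9 vesicles with vehicle high · Detection – cytometric PE anti-B7-1 and Alexa647 anti-CD8 signals after 1% paraformaldehyde fixation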
Large T inhibition: TAg ATPase/helicase activity blockers – biochemical (AID 1903). SV40 large T antigen ATPase/helicase inhibition assay; higher % means a stronger effect. inhibition, % at 20 µM; hits with a dose series show IC50 in µM. actives 0.39% (n = 310,000); in the data active = a potency from the dose series; inconclusive = inhibition mostly from about 32% at the one dose, without a potency; inactive = the rest, 99 in 100 with inhibition below about 32%; also: strong numbers were not always called active
Myeloid diff 2: compounds promoting myeloid differentiation | ER-HoxA9 myeloid progenitors, lysozyme-GFP differentiation, flow cytometry | calls only at 10 µM | actives 1% (n = 360,000);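 active = normalized GFP-positive differentiation at or above the plate's own cutoff, the solvent-only control mean plus 3 SD; inconclusive = no clear call, values can overlap the other calls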;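 also: cells exposed to compound for four days before flow analysis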
bCat nuc transl: beta-catenin nuclear translocation modulation | nuclear translocation activity, % at 5 µM | HeLa beta-catenin nuclear translocation, immunofluorescence imaging | actives 0.3% (n = 190,000);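 active = nuclear translocation activity above 50% at 5 µM, with a well cell count of 50 or more; inconclusive = wells under 50 cells across six images, flagged as toxic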;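 also: per-cell ratio of nuclear to cytoplasmic median beta-catenin stain intensity; plate controls were DMSO negative control for no effect and GSK-3 inhibitor IX positive control for full effect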
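Assay system: human HeLa cells, native beta-catenin; doses: 5 µM primary, 0.02–20 µM confirmation; incubation: compound treatment 24 h, 37°C, 5% CO2; technique: fluorescence imaging of beta-catenin antibody stain plus DAPI; measure: % activation, nuclear-to-cytoplasmic median beta-catenin signal ratio per cell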
PhoP inhibition: PhoP-dependent GFP reporter repression – Salmonella Typhimurium, primary screen (AID 1863); S. Typhimurium PhoP-regulated promoter GFP reporter, 4 h; higher % means a stronger effect; inhibition, % at 50 µM; hits with a dose series show IC50 in µM; actives 0.16% (n = 300,000);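 active = inhibition over 29.93%, a cutoff 3 SD above the screen mean, later confirmed by dose response; inconclusive = inhibition over 29.93% but no dose response follow-up; inactive = inhibition at most 29.93% or unconfirmed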;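 also: 0% = low Mg2+ inducing control and 100% = high Mg2+ repressing control; strong numbers were not always called active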
WT yeast gro inh: growth inhibition of WT yeast, mitochondrial fusion screen; inhibition, % at 10 µM; AID 1362; mitochondrial fusion phenotypic screen, WT strain; actives 2.1% (n = 190,000); in the data active = inhibition above about 58%; tested in S. cerevisiae
West Nile antiviral: West Nile virus antiviral activity, cell-based, CPE readout (AID 1621). CPE inhibition, % at 10 µM, or IC50 in µM where a hit was titrated. actives 0.02% (n = 290,000). West Nile virus-infected cells, CPE inhibition; higher % means a stronger effect; in the data active = a potency from the dose series; inconclusive = CPE inhibition mostly from about 3.7% at the one dose, without a potency; inactive = the rest, 99 in 100 with CPE inhibition below about 2.2%; also: strong numbers were not always called active
RSV antiviral HEp-2: RSV antiviral activity via CPE protection, HEp-2 cells, primary 10 µM value included (AID 2391). HEp-2 cells, RSV-induced CPE inhibition; higher % means a stronger effect. actives 0.13% (n = 310,000). one-dose CPE inhibition, % at 10 µM; IC50 in µM for titrated hits; in the data active = a potency from the dose series; inconclusive = CPE inhibition mostly from about 23% at the one dose, without a potency; inactive = the rest, 99 in 100 with CPE inhibition below about 21%; also: strong numbers were not always called active
WT yeast gro inh mutant strain: also measured in WT yeast gro inh; calls as there; inhibition, %; mitochondrial fusion phenotypic screen, mutant strain inhibition
bCat nuc transl cell count 5 µM: second read-out of bCat nuc transl, no call of its own (marks repeat the call); cell count; measured here: cell count, cytotoxicity flag
T cell modulator vesicle-bound %: also measured in T cell modulator; calls as there; double positive events, %; measured here: CD8+ vesicle-bound cell fraction;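 binding gate set so that unloaded-vesicle control wells show 10% double positive cells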
Myeloid diff 2 GFP+ MAC1+ %: further read-out of Myeloid diff 2, marked with its call; GFP+ MAC1+ double positive, %; measured here: differentiation confirmed by MAC1 staining
Starred values were filed as active, the others as inactive; i = inactive; u = inconclusive; x = no result given.

molecule	Rac1 GTP hydrolysis	T cell modulator	T cell modulator vesicle-bound %	Large T inhibition	Myeloid diff 2	Myeloid diff 2 GFP+ MAC1+ %	bCat nuc transl	bCat nuc transl cell count 5 µM	PhoP inhibition	WT yeast gro inh	WT yeast gro inh mutant strain	West Nile antiviral	RSV antiviral HEp-2
COc1ccccc1C(=O)Nc1nnc(S(=O)(=O)N2CCCCC2)s1	7%	i	22	19%	i	2.7	x	x	-8%	x	x	-0.2%	5.1%
COc1cccc(C2NC(=O)NC(C)=C2C(=O)OCC2CCCCC2)c1 (centres undefined)	7%	i	60	8%	i	0.4	x	x	-6%	x	x	-1.2%	1.4%
CCN(CC)CCCNC(=O)C(C)n1nc(C)c2sc3ccccc3c2c1=O (centres undefined)	16%	i	13	0%	i	0.5	x	x	-1%	0	15	-0.1%	0.6%
NS(=O)(=O)c1cnccc1NCCc1ccccc1	x	i	36	13%	i	0.5	x	x	x	x	x	x	0.7%
Cn1c(SCC(=O)NCCc2ccccc2)ncc(C(=O)Nc2ccccc2)c1=O	6%	i	56	8%	i	0.5	x	x	5%	x	x	x	2.1%
O=C(CSc1nc2ccccc2s1)N/N=C/c1cc([N+](=O)[O-])ccc1O	6%	i	12	22%	i	0.7	0.2	1317	109µM*	x	x	-0.2%	1.9%
Cc1nnc(SCC(=O)Nc2ccc([N+](=O)[O-])cc2)n1C	9%	i	50	0%	i	0.7	x	x	-4%	x	x	0.6%	-0.2%
CC(C)(C)C(=O)Nc1scc(-c2ccc(-c3ccccc3)cc2)c1C(=O)O	2%	i	16	2%	i	0.7	x	x	3%	x	x	0.2%	5.3%
Cc1ccc(C2c3c(oc4cc(C)c(C)cc4c3=O)C(=O)N2CCCN2CCOCC2)cc1 (centres undefined)	-2%	i	38	x	i	2.5	0.1	1097	x	-8	-5	-0.1%	1.8%
CCOCCCN(C(=O)Nc1ccc(CC)cc1)C1CCN(C(C)=O)CC1	-2%	i	20	1%	i	1.7	x	x	-8%	-14	-21	-0.3%	-0.7%
CCc1cc(C(=O)NCC(C)(C)N2CCOCC2)sc1C	2%	i	51	11%	i	1.1	x	x	-1%	x	x	x	-1.9%
O=C(OC1CCCCC1=O)c1cc(=O)c2ccccc2o1 (centres undefined)	4%	i	42	46%	i	0.6	-5.8	1187	0%	0	10	-0.6%	0.6%
Cc1ccc[n+](CC2OCc3ccccc3CO2)c1	3%	i	51	0%	i	0.3	1.8	1050	4%	3	-17	-0.1%	1.2%
CN(CC(=O)Nc1ccccc1Br)C(=O)COc1cccc2c1OC(C)(C)C2	1%	i	44	25%	i	0.9	x	x	-1%	x	x	x	0.0%
COc1cccc(CN(C)C(=O)c2ccc(S(=O)(=O)N3CCCC3)cc2)c1OC	-2%	i	34	20%	i	0.7	-1.9	830	-1%	0	11	-0.9%	0.0%
Cc1ccccc1NC(=O)CSc1nnc(C)c(=O)[nH]1	9%	i	59	4%	i	0.1	-0.3	1113	-3%	6	1	0.3%	0.2%
CCOc1ccccc1C1NC(=O)c2ccccc2O1 (centres undefined)	6%	i	57	12%	i	0.3	x	x	4%	x	x	-0.3%	-0.6%
CCC(C(=O)Nc1nccs1)c1ccccc1 (centres undefined)	15%	i	58	0%	i	0.5	-4.8	965	-3%	-7	-10	-0.7%	1.4%
CC(=O)O/N=C(/c1nonc1N)N1CCN(c2ccc([N+](=O)[O-])cc2Cl)CC1	6%	i	6	12%	i	0.4	-0.1	1062	-4%	-13	15	-2.0%	u
CCOc1ccccc1NC(=O)c1cnccn1	15%	i	52	10%	i	0.4	x	x	-3%	x	x	0.0%	7.2%
O=C(O)c1ccc(S(=O)(=O)N2CCSCC2)cc1	9%	i	28	-1%	i	0.8	x	x	-3%	x	x	0.1%	-0.4%
Cc1cc([N+](=O)[O-])nn1CCCC(=O)O	12%	i	37	1%	i	0.4	-2.3	1129	-5%	0	1	0.5%	5.2%
CC(C)(C)C1CCC(OC(=O)C[N+]2(C)CCCC2)CC1 (centres undefined)	1%	i	14	-2%	i	0.3	x	x	-2%	0	-14	-0.1%	-0.4%
Oc1oc(-c2ccccc2)nc1C=NCc1ccncc1	3%	i	51	4%	i	0.3	0.6	502	-1%	-3	0	1.2%	0.9%
Cc1cc(C)n2nc3ccccc3c2n1	6%	i	36	5%	i	1.2	0.5	789	6%	1	1	0.3%	1.1%
COc1ccccc1CNC(=O)c1cc2c(C)nn(Cc3ccc(F)cc3)c2s1	12%	i	5	-1%	i	0.6	0.1	1451	3%	28	1	0.0%	-1.6%
CC(C)(Cc1ccccc1)NC(=O)C(=O)c1cn(CC(=O)N2CCOCC2)c2ccccc12	7%	i	35	8%	i	0.3	x	x	-8%	x	x	-0.5%	0.6%
O=C(CC1(O)C(=O)Nc2cc(Cl)cc(Cl)c21)c1ccccc1O (centres undefined)	13%	i	28	11%	i	0.2	1.5	394	-1%	7	-1	-0.1%	4.3%
CCOc1nc(-c2ccc(Cl)cc2)nc2ccccc12	1%	i	50	8%	i	0.5	1.0	898	-8%	2	1	-0.2%	2.4%
O=C(c1ccc(COc2c(F)c(F)c(F)c(F)c2F)o1)N1CCOCC1	10%	i	52	14%	i	0.7	x	x	-9%	1	20	-0.1%	1.6%
Cc1ccoc1C(=O)NCc1occc1C(=O)O	8%	i	31	12%	i	0.9	-8.1	867	-21%	-3	-5	1.0%	1.9%
CN1C(=O)[C@H]2[C@@H](/C=C/c3ccccc3)N3C(=O)CN(CC4CC4)C(=O)[C@@]3(C)[C@H]2C1=O	4%	i	13	0%	i	1.6	x	x	1%	x	x	-0.3%	-0.9%

Whole records as entered above. Screens in order: Rac1 GTP hydrolysis | T cell modulator | T cell modulator vesicle-bound % | Large T inhibition | Myeloid diff 2 | Myeloid diff 2 GFP+ MAC1+ % | bCat nuc transl | bCat nuc transl cell count 5 µM | PhoP inhibition | WT yeast gro inh | WT yeast gro inh mutant strain | West Nile antiviral | RSV antiviral HEp-2
CCOc1nc(-c2ccc(Cl)cc2)nc2ccccc12 is listed with 1% | i | 50 | 8% | i | 0.5 | 1.0 | 898 | -8% | 2 | 1 | -0.2% | 2.4%
O=C(c1ccc(COc2c(F)c(F)c(F)c(F)c2F)o1)N1CCOCC1 is listed with 10% | i | 52 | 14% | i | 0.7 | x | x | -9% | 1 | 20 | -0.1% | 1.6%

(continued)
molecule	Rac1 GTP hydrolysis	T cell modulator	T cell modulator vesicle-bound %	Large T inhibition	Myeloid diff 2	Myeloid diff 2 GFP+ MAC1+ %	bCat nuc transl	bCat nuc transl cell count 5 µM	PhoP inhibition	WT yeast gro inh	WT yeast gro inh mutant strain	West Nile antiviral	RSV antiviral HEp-2
Cc1onc(-c2ccccc2Cl)c1C(=O)NC(=S)Nc1ccccc1C(N)=O	6%	i	42	2%	i	0.3	x	x	-2%	-15	-15	-0.5%	2.1%
O=C(O)c1ccc[n+](Cc2ccc([N+](=O)[O-])cc2)c1	x	i	58	15%	i	0.3	x	x	x	x	x	x	2.0%
COc1ccc(C(=O)NC(CCSC)C(=O)NC2CC2)cc1 (centres undefined)	3%	i	44	x	i	0.2	x	x	x	x	x	x	0.1%
CC(C)C1Nc2ccc(S(=O)(=O)N3CCOCC3)cc2NC1=O (centres undefined)	13%	i	43	-5%	i	0.1	-1.7	974	5%	9	-1	-0.4%	-0.3%
O=C1CCCc2nc(N3CCN(C(=O)c4ccco4)CC3)ncc21	9%	i	12	29%	i	2.2	x	x	-8%	x	x	-0.6%	1.5%
CC1=NNC(=O)C1CCC(=O)N/N=C\c1ccc(Cl)c(Cl)c1 (centres undefined)	4%	i	10	8%	i	0.4	-3.2	1072	-3%	-6	3	-0.3%	0.5%
Cn1c(SCc2nc3ccccc3[nH]2)nnc1-c1cnccn1	5%	i	11	0%	i	0.6	-8.7	980	-5%	-18	3	-0.1%	-0.7%
O=[N+]([O-])c1ccccc1/C=C/C=N/n1c(-c2ccccc2)n[nH]c1=S	u	i	52	-1%	i	0.3	0.6	538	-6%	61*	23*	-0.7%	4.4%
CC1(C)CC(CCC(=O)Nc2ccc(S(N)(=O)=O)cc2)C(=O)O1 (centres undefined)	-4%	i	47	26%	i	3.3	-7.5	937	6%	1	12	0.2%	1.8%
c1ccc(-c2cn(-c3ccccc3)c3ncnc(N4CCCCC4)c23)cc1	7%	i	23	3%	i	0.2	0.4	1122	4%	55	2	2.6%	2.5%
O=C(CNC(=S)N(CCCN1CCOCC1)Cc1cccs1)NC1CC1	6%	i	48	4%	i	0.4	0.9	1101	-3%	-8	9	-0.2%	0.6%
O=C(Nc1cccc(Cl)c1N1CCCC1)c1cccc(-c2cc3ccccc3oc2=O)c1	11%	i	6	-3%	u	x	x	x	-9%	x	x	-0.6%	5.5%
CCN(CC)c1ccc(CC(=O)NC(C)Cc2ccccc2)cc1 (centres undefined)	10%	i	6	13%	i	1.1	x	x	7%	11	-8	-0.3%	-1.0%
COc1ccc(/C(=N\Nc2ccccc2C(=O)O)c2ccccc2)cc1	17%	i	55	24%	i	0.8	-0.2	1060	5%	-7	-4	0.2%	4.2%
Cc1cccc(-c2nc(CN3CCCC(C(=O)NC4CCCCC4)C3)c(C)o2)c1 (centres undefined)	10%	i	27	6%	i	0.8	x	x	-1%	-5	8	-0.5%	2.7%
CCOc1ccc(S(=O)(=O)N2CCCCC2)cc1NC(=O)CN1C(=O)NC(CC)(c2ccccc2)C1=O (centres undefined)	8%	i	53	16%	i	0.5	x	x	-2%	x	x	-0.1%	8.3%
c1ccc2c(c1)c1ccccc1n2CN1CCOCC1	16%	i	18	6%	i	0.9	-0.3	1145	-2%	6	27	0.0%	4.9%
Cc1cccc(C(=O)Nc2ccc3c(c2)nc(C)n3C)c1	x	i	52	9%	i	0.3	x	x	-3%	x	x	-0.1%	1.1%
CC1CCC(NC(=O)CCS(=O)(=O)c2ccc3c(c2)CC(C)N3C(=O)C2CC2)CC1 (centres undefined)	-23%	i	45	7%	u	x	x	x	6%	x	x	-0.1%	1.2%
COC(=O)CSc1nccc(-c2cccs2)n1	0%	i	53	-2%	i	0.5	-0.1	1052	3%	-15	13	0.9%	1.1%
Cc1[nH]c(C)c(S(=O)(=O)Nc2ccccc2Cl)c1C(=O)N1CCCC1	1%	i	2	7%	i	0.6	x	x	-3%	x	x	-0.6%	4.2%
